High-throughput results from PubChem BioAssay.
KOR beta-arrestin-1 = KOR agonists, beta-arrestin recruitment, primary screen, cell-based, luminescence, uHTS (AID 1777) | 280,000 compounds, 0.02% hits | KOR beta-arrestin recruitment, luminescence; higher % means a stronger effect | Kappa-type opioid receptor (Homo sapiens) | one-dose activation, % at 10 µM; EC50 in µM for titrated hits; in the data active = activation above about 50%, passing the limit was not always enough; also: a part of the inactive calls stands beside numbers as strong as those of hits
GPR55 beta-arrestin = GPR55 agonists via beta-arrestin recruitment, primary screen, imaging, U2OS cells, beta-arrestin-GFP redistribution (AID 1961) | 290,000 compounds, 0.048% hits | activation, % at 10 µM, or EC50 in µM where a hit was titrated | U2OS GPR55 beta-arrestin-GFP redistribution imaging; higher % means a stronger effect | G-protein coupled receptor 55 (Homo sapiens);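 active = activation above 40% with more than 50 cells counted in the well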;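 also: U2OS osteosarcoma cells stably expressing GPR55 and beta-arrestin-GFP; plate controls were DMSO negative control for no effect and LPI positive control for full effect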
KOR beta-arrestin-2 = KOR antagonists, beta-arrestin recruitment, cell-based, luminescence, uHTS (AID 1778). 290,000 compounds, 0.091% hits. Kappa-type opioid receptor (Homo sapiens). KOR beta-arrestin recruitment, luminescence, antagonist mode; higher % means a stronger effect. inhibition, % at 10 µM; hits with a dose series show IC50 in µM; also: strong numbers were not always called active
MgcRacGAP inhibition = MgcRacGAP GTPase-activating activity inhibitors, confirmation, biochemical, ADP Hunter fluorescence | Rac GTPase-activating protein 1 (Homo sapiens) | MgcRacGAP-stimulated Rac1 GTP hydrolysis, ADP Hunter fluorescence; higher % means a stronger effect; GST-tagged Rac1 F28L mutant substrate | one-dose inhibition, % at 30 µM; IC50 in µM for titrated hits | 340,000 compounds, 0.6% hits | AID 624330, 2012;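 active = first-screen hits whose inhibition reached a set limit at any dose in the follow-up dose series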;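 also: fluorescence reports GDP produced by GAP-driven GTP hydrolysis; strong numbers were not always called active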
HIV peptide binding = inhibitors of HIV fusion peptide binding, primary screen, biochemical, uHTS, fluorescence dequenching (AID 1986). cell-free peptide binding, fluorescence dequenching, 30 min; higher % means a stronger effect. 290,000 compounds, 0.3% hits. one-dose inhibition, % at 20 µM; IC50 in µM for titrated hits; in the data active = inhibition mostly above about 52%, no sharp cut-off; inactive = mostly below about 76%; also: some results filed as inactive read as strong as hits
GPR55 antagonists = GPR55 antagonists blocking LPI-driven arrestin recruitment, primary screen, imaging, U2OS, beta-arrestin-GFP, LPI agonist (AID 2013); G-protein coupled receptor 55 (Homo sapiens); U2OS GPR55 beta-arrestin-GFP translocation imaging, LPI antagonism; higher % means a stronger effect; inhibition, % at 10 µM, or IC50 in µM where a hit was titrated; 290,000 compounds, 0.13% hits;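 active = spots per cell inhibited over 60%, with over 100 cells counted and total cytoplasm intensity under 500,000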;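 also: U2OS cells stably carrying GPR55 and arrestin-GFP stimulated by 5 µM LPI near EC80; imaged beta-arrestin-GFP aggregate spots per cell after agonist stimulation; plate controls were LPI-stimulated DMSO wells for no effect and DMSO wells without LPI for full effect; some results filed as inactive read as strong as hits; confirmed hits need IC50 under 10 µM and bright autofluorescent wells are also inconclusive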
SV40 large T antigen = SV40 large T antigen inhibitors, biochemical (AID 1903); inhibition, % at 20 µM; hits with a dose series show IC50 in µM; SV40 large T antigen ATPase/helicase inhibition assay; higher % means a stronger effect; 310,000 compounds, 0.39% hits; in the data active = a potency from the dose series; also: strong numbers were not always called active
NOD1 inhibition = NOD1 signaling inhibitors, primary screen, cell-based, luminescence, uHTS (AID 1578). 290,000 compounds, 1% hits. NOD1-driven NF-kB luciferase reporter cells, luminescence; higher % means a stronger effect. inhibition, % at 4 µM; hits with a dose series show EC50 in µM; in the data active = inhibition mostly above about 36%, no sharp cut-off; inactive = mostly below about 34%;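 also: HEK-293T reporter cells stimulated with the NOD1 agonist gamma-tri-DAP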
HEK293 NOD2/NF-kB = NOD2 signaling inhibitors, cell-based, luminescence, uHTS, HEK293 (AID 1566). HEK293 NOD2/NF-kB luciferase reporter, luminescence; higher % means a stronger effect. inhibition, % at 4 µM; hits with a dose series show EC50 in µM. 290,000 compounds, 0.63% hits; also: many of its hits are not listed in these tables
* hit, by the source's call; nt = not tested or not shown; [ ] = remark or other dose. Rule as the data show it, unless noted: active = inhibition above about 50%; inactive = the rest. The list is partial; count on the stated rates, not on these rows.

cpd	KOR beta-arrestin-1	GPR55 beta-arrestin	KOR beta-arrestin-2	MgcRacGAP inhibition	HIV peptide binding	GPR55 antagonists	SV40 large T antigen	mol	NOD1 inhibition	HEK293 NOD2/NF-kB
1	1.5%	-0.1%	4.3%	7.2%	1.4%	5.6%	7.0%	CN1CCN(c2ccc(NC(=O)c3ccco3)cc2Cl)CC1	-46.7%	-26.8%
2	-4.9%	0.0%	23.2%	9.8%	-0.5%	8.0%	4.5%	COC(=O)c1ccc(N2C(=O)CC(SCCN)C2=O)cc1 (configuration not stated)	-20.1%	-37.1%
3	3.8%	-0.2%	-23.6%	7.7%	-2.3%	-0.6%	11.3%	CCC(C)C(=O)Nc1nnc(-c2cccs2)s1 (configuration not stated)	-53.4%	-27.0%
4	0.4%	-0.4%	3.7%	7.9%	1.8%	-1.2%	0.1%	COC1CCCCC1Nc1cc(C)ccc1C (configuration not stated)	-12.6%	-12.7%
5	-1.9%	-0.3%	41.3%	4.2%	-2.4%	-0.5%	1.9%	Cc1ccc(NC(=S)NC2CC3CCCC(C2)N3Cc2cccs2)cc1 (configuration not stated)	24.8%	10.4%
6	4.5%	0.0%	-32.6%	9.5%	-1.1%	-10.6%	4.7%	NCCc1nnc(SCC(=O)Nc2cccc(Cl)c2)o1	0.4%	4.2%
7	-1.3%	-0.2%	-2.4%	3.7%	0.9%	-1.4%	5.4%	CCOC(=O)Cc1csc(SCC(=O)Nc2cc(C)ccc2OC)n1	-7.7%	15.1%
8	0.1%	-0.3%	20.6%	-4.8%	1.2%	6.6%	9.2%	Cc1cc(N2CCC(C)CC2)n2ncc(-c3ccccc3)c2n1	-32.6%	-25.9%
9	1.7%	0.0%	-29.2%	4.5%	-0.2%	10.9%	20.7%	CN(Cc1nc2ccccc2c(=O)[nH]1)Cc1cc(=O)oc2ccc3ccccc3c12	-15.4%	-3.3%
10	-0.4%	-0.1%	27.1%	17.3%	-1.7%	-1.4%	6.9%	CCOC(=O)c1c(C)n(C)c2ccc(O)c(CN3CCCCC3)c12	-16.4%	-3.4%
11	4.1%	0.2%	19.4%	7.6%	23.4%	-10.7%	18.1%	COC(=O)C1=COC(C)C2CN3CCc4c([nH]c5cc(OC)c(OC)cc45)C3CC12 (configuration not stated)	-8.8%	-3.8%
12	1.6%	-0.1%	14.5%	10.7%	-1.3%	-11.4%	2.4%	C/C=C(\C)C(=O)NCCN1C2=NC[C@@H](Cc3ccccc3)N2C[C@H]1Cc1ccc(O)cc1	-14.1%	23.0%
13	-4.1%	0.7%	-38.4%	1.3%	1.4%	-2.7%	25.1%	Cc1c(-n2cc(C(=O)c3ccccc3O)cc(C#N)c2=O)c(=O)n(-c2ccccc2)n1C	-6.8%	6.6%
14	2.5%	-0.2%	-6.8%	5.5%	-2.3%	48.4%	7.3%	CC(C)CN(CC(C)C)CC(O)COc1ccccc1Br (configuration not stated)	-11.8%	3.6%
15	-8.7%	0.0%	8.5%	0.8%	-3.9%	14.7%	39.6%	O=C(COc1cccc(Cl)c1)NNC(=S)Nc1ccccc1	35.3%	5.5%
16	-1.2%	0.0%	10.1%	17.2%	-2.9%	11.6%	12.1%	CN1CCN(C(=O)c2cc3nc(-c4ccccc4)cc(-c4ccccc4)n3n2)CC1	14.0%	2.8%
17	nt	-0.1%	-49.0%[20 µM]	0.7%	-2.3%	5.4%	7.2%	CCOC(=O)c1[nH]ncc1CN1CCCC(C(=O)c2ccc(C(C)(C)C)cc2)C1 (configuration not stated)	-29.3%	4.3%
18	-1.4%	0.6%	7.8%	8.2%	-2.2%	9.3%	12.0%	CCOc1ccc(NC(=S)N(CCOC)C(C)c2cccnc2)cc1 (configuration not stated)	-17.5%	-2.3%
19	-2.6%	-0.1%	-10.3%	2.9%	0.6%	1.7%	-0.4%	CN1CCN(CCCNC(=O)c2cn(C)c3ccc(S(=O)(=O)N(C)C)cc3c2=O)CC1	13.4%	8.2%
20	1.6%	-0.2%	10.2%	7.0%	-1.2%	-11.1%	25.7%	CCCCCn1c2c(c(=N)c3ccccc31)CCC2	-13.6%	47.7%
21	-0.5%	-0.2%	35.2%	7.2%	0.6%	1.1%	27.6%	CC(Oc1ccc(Cl)cc1Cl)c1nc(-c2ccccn2)no1 (configuration not stated)	-39.5%	-72.9%
22	-6.0%	0.2%	27.4%	8.3%	9.8%	10.1%	13.0%	N=C1N(/N=C/c2ccccc2)C(=Nc2ccccc2)C(=S)N1c1ccccc1	-16.6%	-31.4%
23	4.9%	0.3%	-69.3%	4.9%	-0.1%	-20.2%	5.9%	O=C(NCc1cccnc1)c1noc2c1CCCC2	9.3%	-0.7%
24	3.9%	-0.2%	5.5%	-3.7%	3.2%	-5.3%	4.1%	O=S(=O)(Cc1ccc(Cl)cc1)Nc1ccc(Cl)cn1	-11.9%	22.0%
25	-1.0%	-0.2%	-4.1%	6.7%	-1.0%	-2.8%	0.3%	CCc1ccc(OC)c(S(=O)(=O)Nc2ccc(Cc3ccncc3)cc2)c1	44.8%	49.2%
26	0.3%	0.3%	15.3%	25.7%	-4.1%	7.4%	28.4%	COc1cc(C(=O)/C=C/c2cccnc2)ccc1O	7.5%	-8.5%
27	1.4%	0.7%	-15.7%	11.7%	1.4%	-2.9%	12.2%	C=C(C)c1cccc(C(C)(C)NC(=O)Nc2nncs2)c1	-0.9%	0.6%
28	-1.3%	-0.1%	-12.7%[20 µM]	3.3%	-0.6%	12.6%	10.5%	CCCCNC(=O)N1CCN(Cc2ccc(F)cc2)CC1	-12.3%	-8.7%
29	5.2%	-0.3%	-66.2%[20 µM]	12.9%	-0.7%	-6.0%	0.0%	O=C(Nc1ccc(F)cc1)c1cc2ccccc2o1	36.8%	-57.6%
30	-9.1%	0.2%	0.9%	5.5%	-1.1%	-4.0%	7.8%	CCCCN1C(=O)N(C)C2C1N(C)C(=O)N2CCCC (configuration not stated)	-20.4%	-14.6%
31	0.3%	-0.2%	-15.0%	31.5%	1.4%	-10.8%	25.6%	Oc1ccccc1NCC(O)Cn1ccc2ccccc21 (configuration not stated)	26.9%	4.7%
32	16.4%	0.3%	14.8%	10.9%	-0.9%	5.9%	-4.7%	c1ccc(Oc2cccc(NC3=NCCC3)c2)cc1	-14.6%	2.9%
33	-1.8%	-0.2%	10.4%	7.4%	-1.2%	1.9%	-7.3%	CCOC(=O)C1=C(c2ccccc2)NC(SC)=C(C#N)C1c1cccnc1 (configuration not stated)	-1.8%	12.3%
34	-3.7%	0.2%	1.5%	3.0%	0.7%	4.2%	9.4%	COc1ccc(-c2ccc(C#N)c(SCC(=O)NCCc3ccccc3)n2)cc1OC	1.6%	8.2%
35	-4.6%	-0.3%	14.1%	12.9%	-0.7%	-4.2%	5.6%	C/[N+]([O-])=C1\Cc2ccccc2C1=O	6.5%	19.9%
36	1.0%	-0.1%	-2.7%	16.3%	4.9%	0.3%	6.5%	Cc1cccc2nc(C(F)(F)F)nc(=O)n12	10.0%	12.4%
37	-3.5%	-0.3%	-4.5%	9.4%	2.2%	6.3%	3.7%	c1ccc(CCNc2c3c(nc4ncnn24)CCC3)cc1	23.8%	14.7%
38	4.4%	-0.1%	-36.8%[20 µM]	7.7%	0.4%	1.5%	nt	O=C1NC2=C(C(=O)CCC2)C(c2cccc([N+](=O)[O-])c2)N1 (configuration not stated)	0.6%	10.4%
39	-8.4%	-0.1%	-10.5%	1.7%	17.9%	15.1%	7.4%	CCc1c(C)[nH]c(=S)c(C#N)c1C	-14.2%	3.8%
40	nt	-0.1%	15.6%[20 µM]	-8.9%	0.8%	2.2%	nt	COc1ccccc1Nc1nc(N)nc(CSc2nccn2C)n1	-26.9%	1.5%
41	-4.4%	-0.3%	-7.5%[20 µM]	2.6%	-1.9%	1.2%	22.6%	CC(C)n1c(O)c(N=NC(=O)C2COc3ccccc3O2)c2ccccc21 (configuration not stated)	3.1%	31.6%
42	-9.0%	0.1%	1.7%	13.7%	0.4%	9.7%	8.3%	Cc1ccc(C)c2[nH]c(=O)c(CN(Cc3ccco3)C(=O)Nc3ccccc3)cc12	-5.3%	-16.0%
43	0.8%	-0.2%	-8.3%	2.4%	1.7%	12.4%	19.9%	Nc1nc(NC(=O)c2ccco2)nn1-c1ccccc1	-5.3%	-9.2%
44	7.9%	-0.8%	11.4%	0.0%	0.2%	4.1%	8.2%	CC(=O)N1CCN(c2ccc([N+](=O)[O-])c(-n3nc(C)cc3C)c2)CC1	-34.5%	6.5%
45	2.0%	-0.1%	13.7%	5.2%	0.6%	-6.2%	9.1%	CC(C)=N/N=C(\N)SCc1ccccc1	9.3%	19.1%
46	-0.6%	0.1%	8.1%	7.8%	1.6%	-3.3%	8.3%	CCO[C@@H]1OC(C(=O)N2CCCCCCC2)=C[C@H](c2cn(C(C)=O)c3ccccc23)[C@H]1CCCO	-5.4%	16.8%
47	-4.4%	-0.2%	31.8%	2.3%	4.2%	2.4%	3.4%	Cc1cc(C(=O)NC2CCCCC2)c(C)n1-c1ccc(F)cc1	-37.6%	-92.8%
48	4.6%	-0.4%	18.8%	9.0%	9.9%	10.8%	28.3%	CCc1ccc2c(c1)C1(NN=C(c3cccc4ccccc34)S1)C(=O)N2 (configuration not stated)	-25.1%	7.9%

Entries of single compounds, quoted from the list. Order of values: KOR beta-arrestin-1, GPR55 beta-arrestin, KOR beta-arrestin-2, MgcRacGAP inhibition, HIV peptide binding, GPR55 antagonists, SV40 large T antigen, NOD1 inhibition, HEK293 NOD2/NF-kB
`CCCCNC(=O)N1CCN(Cc2ccc(F)cc2)CC1` across the screens: -1.3%, -0.1%, -12.7%[20 µM], 3.3%, -0.6%, 12.6%, 10.5%, -12.3%, -8.7%
`Nc1nc(NC(=O)c2ccco2)nn1-c1ccccc1` across the screens: 0.8%, -0.2%, -8.3%, 2.4%, 1.7%, 12.4%, 19.9%, -5.3%, -9.2%

Sorted by molecular weight (descending): part of the list above
cpd	KOR beta-arrestin-1	GPR55 beta-arrestin	KOR beta-arrestin-2	MgcRacGAP inhibition	HIV peptide binding	GPR55 antagonists	SV40 large T antigen	mol	NOD1 inhibition	HEK293 NOD2/NF-kB
47	-4.4%	-0.2%	31.8%	2.3%	4.2%	2.4%	3.4%	Cc1cc(C(=O)NC2CCCCC2)c(C)n1-c1ccc(F)cc1	-37.6%	-92.8%
31	0.3%	-0.2%	-15.0%	31.5%	1.4%	-10.8%	25.6%	Oc1ccccc1NCC(O)Cn1ccc2ccccc21 (configuration not stated)	26.9%	4.7%
43	0.8%	-0.2%	-8.3%	2.4%	1.7%	12.4%	19.9%	Nc1nc(NC(=O)c2ccco2)nn1-c1ccccc1	-5.3%	-9.2%
29	5.2%	-0.3%	-66.2%[20 µM]	12.9%	-0.7%	-6.0%	0.0%	O=C(Nc1ccc(F)cc1)c1cc2ccccc2o1	36.8%	-57.6%
